# M4 antag: human M4 muscarinic receptor antagonists, primary screen, CHO cells, Fluo-8 calcium fluorescence; Muscarinic acetylcholine receptor M4 (Homo sapiens), P08173; CHO-hM4 cells, ACh EC80; inhibition, % at 3 µM; 360,000 tested, 0.73% active; AID 624125, 2012;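 active = inhibition above its plate's cutoff, the mean inhibition of sample wells plus 3 SD, cut at about 27% in these data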;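 also: 0% = acetylcholine EC80 with DMSO and 100% = DMSO without agonist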
# Target sequence (P08173 whole entry, looked up): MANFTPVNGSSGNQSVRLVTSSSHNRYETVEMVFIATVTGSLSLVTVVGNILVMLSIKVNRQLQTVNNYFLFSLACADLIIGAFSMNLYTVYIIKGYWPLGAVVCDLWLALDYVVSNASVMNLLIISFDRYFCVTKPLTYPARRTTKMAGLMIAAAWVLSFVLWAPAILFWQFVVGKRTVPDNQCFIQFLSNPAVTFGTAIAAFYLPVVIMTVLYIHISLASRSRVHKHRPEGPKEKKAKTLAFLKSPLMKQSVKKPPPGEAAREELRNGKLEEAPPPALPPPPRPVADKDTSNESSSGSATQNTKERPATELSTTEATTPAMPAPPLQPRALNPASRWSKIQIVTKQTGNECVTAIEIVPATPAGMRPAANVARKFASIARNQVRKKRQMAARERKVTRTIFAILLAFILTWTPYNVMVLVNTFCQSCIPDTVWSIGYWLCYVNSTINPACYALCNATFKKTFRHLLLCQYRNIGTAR
# CHRM4 agonist: human M4 muscarinic receptor agonists, primary screen, CHO-K1 cells, Fluo-8 calcium fluorescence; activation, % at 3 µM; 360,000 tested, 0.14% active; CHO-K1 hM4/Gqi5; vehicle 0%, full acetylcholine response 100%;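 active = activation above the run mean over all test wells plus 3 SD, cut at about 32% in these data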;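 also: peak over basal fluorescence ratio per well then scaled between controls; 0% = DMSO wells and 100% = acetylcholine at EC100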
# M5 ag: human M5 muscarinic receptor agonists, primary screen, CHO-K1 cells, Fluo-8 calcium fluorescence; Muscarinic acetylcholine receptor M5 (Homo sapiens), P08912; AID 624037, 2012; activation, % at 3 µM; 360,000 tested, 0.19% active; CHO-K1 hM5 cells; 0% DMSO wells, 100% maximal acetylcholine response;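 active = activation above the run's mean over test compounds plus 3 SD, cut at about 23% in these data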;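 also: signal is peak over basal fluorescence ratio across the kinetic read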
# Target sequence (P08912 whole entry, looked up): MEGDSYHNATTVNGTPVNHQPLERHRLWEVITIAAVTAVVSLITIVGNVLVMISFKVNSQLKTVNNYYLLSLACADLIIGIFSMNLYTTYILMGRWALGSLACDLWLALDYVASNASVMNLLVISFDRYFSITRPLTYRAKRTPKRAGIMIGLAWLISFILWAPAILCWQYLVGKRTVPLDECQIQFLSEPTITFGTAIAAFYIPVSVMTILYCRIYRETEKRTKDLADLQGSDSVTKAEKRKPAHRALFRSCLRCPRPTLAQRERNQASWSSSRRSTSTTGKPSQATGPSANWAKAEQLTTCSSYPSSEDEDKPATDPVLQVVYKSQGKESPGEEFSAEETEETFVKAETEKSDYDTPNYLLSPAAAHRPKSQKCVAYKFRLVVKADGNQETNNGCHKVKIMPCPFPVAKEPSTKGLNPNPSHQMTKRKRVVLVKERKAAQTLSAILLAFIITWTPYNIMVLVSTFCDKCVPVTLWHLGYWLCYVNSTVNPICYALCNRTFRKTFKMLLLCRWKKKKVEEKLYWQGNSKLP
# CHRM1 agonist: human M1 muscarinic receptor agonists, primary screen, Fluo-8 calcium fluorescence, CHO-K1 cells, HTS; Muscarinic acetylcholine receptor M1 (Homo sapiens), P11229; AID 588814, 2011; CHO-K1 hM1, agonist mode; 0% DMSO, 100% acetylcholine EC100; 360,000 tested, 0.33% active; activation, % at 3 µM;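 active = activation above the run's mean compound activation plus 3 SD, cut at about 16% in these data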;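 also: peak over basal fluorescence ratio within a 140 s kinetic read after compound addition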
# CHRM1 antagonist: human M1 muscarinic receptor antagonists, primary screen, CHO-K1 cells, Fluo-8 calcium fluorescence, 1536-well. inhibition, % at 3 µM. AID 588852, 2011. 360,000 tested, 1.3% active. Muscarinic acetylcholine receptor M1 (Homo sapiens), P11229. CHO-K1 hM1, ACh EC80 antagonist;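 active = percent inhibition above its own plate's cutoff, namely the mean of that plate's compound wells plus 3 SD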;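 also: peak over basal fluorescence ratio during 140 s after agonist addition; 0% = ACh EC80 plus DMSO and 100% = DMSO alone without agonist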
# CHRM1 PAM: human M1 muscarinic receptor positive allosteric modulators, primary screen, CHO-K1 cells, Fluo-8 calcium fluorescence, 1536-well; Muscarinic acetylcholine receptor M1 (Homo sapiens), P11229; CHO-K1 hM1, ACh EC20; 0% = ACh EC20, 100% = maximal ACh; activation, % at 3 µM; 360,000 tested, 0.088% active; AID 588819, 2011; in the data active = activation above about 19%, passing the limit was not always enough
# M5 antag: human M5 muscarinic receptor antagonists, primary screen, CHO cells, Fluo-8 calcium fluorescence. inhibition, % at 3 µM. 360,000 tested, 0.59% active. AID 624040, 2012. Muscarinic acetylcholine receptor M5 (Homo sapiens), P08912. CHO-hM5 cells, ACh EC80;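 active = inhibition above a per-plate cutoff, the mean of that plate's test compounds plus 3 SD, cut at about 27% in these data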;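 also: 0% = acetylcholine EC80 with DMSO and 100% = DMSO without agonist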
# M5 PAM: human M5 muscarinic receptor positive allosteric modulators, primary screen, CHO-K1 cells, Fluo-8 calcium fluorescence; Muscarinic acetylcholine receptor M5 (Homo sapiens), P08912; CHO-K1 hM5, ACh EC20 PAM; 0% = ACh EC20, 100% = ACh EC100; activation, % at 3 µM; 360,000 tested, 0.3% active; AID 624038, 2012;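 active = activation above the run cutoff, the mean activation of all test compounds plus 3 SD, cut at about 18% in these data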
#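 Assay system: CHO-K1 hM5 cells. Also added: acetylcholine at EC20 concentration, added after compound. Dosing: 3 µM, single dose. Times: compound preincubation 140 s before EC20 acetylcholine addition. Signal: Fluo-8 calcium fluorescence. Measure: % activation relative to EC20 and EC100 ACh responses. Repeats: singlicate, one well per test compound.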
# TAAR1 ag: human TAAR1 agonists, primary screen, Fluo-8 calcium fluorescence, CHO RD-HGA16 cells. vehicle wells 0%, saturating PEA agonist 100%. activation, % at 3 µM. 360,000 tested, 0.99% active. AID 624467, 2012;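 active = activation above the mean activation of all test compounds in the run plus 3 SD, cut at about 38% in these data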
#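 Test system: RD-HGA16 (CHO) cells co-expressing Gα16 and hTAAR1; dosing: one-point dosing at 3 µM (nominal); timing: 17-24 h seeding, 75 min 37 °C dye, 30 min RT; signal: kinetic Fluo-8 calcium fluorescence; read-out basis: % activation relative to PEA EC100 response; controls: DMSO and PEA EC100; replicates: n 1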
# * marks the source's active call; other numbers are inactive results; nt = not tested or not shown.
SMILES	CHRM1 PAM	M5 antag	M4 antag	TAAR1 ag	CHRM1 antagonist	CHRM4 agonist	M5 ag	CHRM1 agonist	M5 PAM
Nc1nonc1-n1nnc(C(=O)N/N=C/c2ccccc2Cl)c1-c1ccc2c(c1)OCO2	14	-3	-8	16	-6	2	-2	1	0
COc1cc(NC(=O)c2cc(C(C)C)on2)cc(OC)c1OC	6	-1	-1	0	-11	2	0	-5	-4
O=C(CN1CCN(c2ccccn2)CC1)Nc1ccc(F)cc1F	2	6	-7	5	-8	9	-1	-5	-10
Cc1ccccc1NC(=O)CN1CCc2ccccc2C1	0	11	3	16	-3	1	-2	-4	2
CC1(C(=O)Nc2ccc3c(c2)OCO3)Cc2c(-c3cccc(C(F)(F)F)c3)ccnc2O1 (centres undefined)	6	-3	-9	1	-10	0	0	-2	-3
CCOC(=O)C1CCN(CC(O)COC(CC)c2ccccc2)CC1 (centres undefined)	-7	17	6	6	20	3	-7	-3	-9
CC(=O)c1ccc(S(=O)(=O)N2CCN(CC(=O)Nc3ccccc3C(=O)NC3CC3)CC2)cc1	-16	18	6	17	37*	14	2	0	-17
Cn1c(=O)c2c(nc(N3CCCCCC3)n2Cc2cccc3ccccc23)n(C)c1=O	7	-1	-2	66*	-6	0	-8	-1	-2
COc1cccc(C2=NOC(C(=O)NC3CCCCC3)C2)c1 (centres undefined)	4	1	-5	4	-8	1	-4	-4	4
O=C(C1CC(=O)N(c2ccc3c(c2)OCCO3)C1)N1CCN(S(=O)(=O)c2ccccc2F)CC1 (centres undefined)	1	8	11	0	0	7	-1	0	3
CNc1c(NC(=O)COc2ccc(Cl)cc2)c(=O)oc2ccccc12	12	12	-2	3	-16	3	-3	0	-6
COc1ccc(OC)c(S(=O)(=O)N2CCC(C(=O)N3CCc4ccccc4C3)CC2)c1	-1	10	-1	19	0	13	6	-1	-12
CC(O)CNc1nc(N)[nH]c(=O)c1N=Nc1ccccc1 (centres undefined)	7	14	-10	3	-14	1	0	-3	-5
CCOC(=O)N1CCC(NC(=O)CCC(=O)N2CC(C)Oc3ccc(C)cc32)CC1 (centres undefined)	5	5	-2	1	-3	2	-1	-3	-5
CN(C)S(=O)(=O)c1ccc(N2CCCC2)c(C(=O)NCc2ccccc2)c1	5	1	0	10	-5	3	-1	-5	2
Cc1ccccc1-n1c(SCC(=O)NC2CCS(=O)(=O)C2)nc2ccccc2c1=O (centres undefined)	-7	-2	-2	2	10	2	3	-1	5
CCC1=C(CC2NCCc3ccccc32)CC2c3cc(OC)c(OC)cc3CCN2C1 (centres undefined)	5	-4	2	2	-1	2	-9	-9	4
COc1ccc(CN2CCC(CO)(Cc3ccccc3)CC2)cc1Cn1cccn1	2	4	2	3	3	2	-8	-6	4
N#Cc1cn(-c2ccccc2)nc1-c1ccccc1	5	-6	-10	5	-10	1	-3	-9	-2
CC(=O)Oc1ccccc1C(=O)N1CCN(S(=O)(=O)c2ccc3ccccc3c2)CC1	-4	1	9	1	6	3	-1	-6	-2
COc1ccc(CCNC(=O)CC2SC(=NCCc3ccccc3)NC2=O)cc1 (centres undefined)	5	-2	-5	3	-6	1	-2	-6	2
Cn1c(N)c(C(=O)COC(=O)/C=C/c2ccc(Cl)cc2Cl)c(=O)n(C)c1=O	0	-1	10	2	1	1	1	-2	-2
c1ccc(CSc2ccc3nnc(-c4ccccn4)n3n2)cc1	-3	10	15	2	3	2	2	-3	0
CCN1CCN(c2ccc(S(=O)(=O)N3CCOCC3)cc2NC(=O)c2ccc(Cl)cc2Cl)CC1	6	3	-4	9	-7	2	0	-6	7
C=CCN(CC=C)Cc1cc(=O)n2c(-c3ccccc3)csc2n1	2	13	-8	-6	-9	0	-6	-11	1
Cn1c(SCC(=O)OC2CCCCC2)nnc1-c1ccc2c(c1)OCO2	-1	3	2	6	2	3	-5	-13	-5
Cc1ccccc1C(=O)Nc1ccc(C(=O)NNC(=O)CCCOc2ccc(Cl)cc2Cl)cc1	-5	-6	17	0	4	0	1	-7	-3
CCc1ccc(N/C(N)=N/c2nc(CSc3ccccn3)cc(=O)[nH]2)cc1	-7	3	2	8	9	9	5	-3	-3
CSc1ccc(C(=O)C2CCCN(C(=O)c3csc(C(C)=O)c3)C2)cc1 (centres undefined)	7	-6	1	0	-2	2	-3	-3	7
COCCNC(=O)CN1N=C(c2ccc(C)cc2)CCC1=O	2	4	1	1	-6	0	-2	-5	-2
CC(C)C[C@H](NC(=O)N1c2ccccc2NC(=O)[C@@H]1C(C)C)C(=O)N[C@@H](Cc1ccccc1)C(=O)O	6	2	-9	0	-10	1	1	-1	2
C1CC1Cc1noc(CN2CCN(C3C4CC5CC(C4)CC3C5)CC2)n1 (centres undefined)	-15	-12	1	2	7	1	-10	-11	12
CN(C)S(=O)(=O)c1ccc(Cl)c(NC(=O)CSc2nnnn2-c2ccc(O)cc2)c1	3	-5	-5	2	2	7	4	3	0
Cc1ccc(Nc2nnc(SC3CCOC3=O)s2)cc1 (centres undefined)	-6	2	5	6	7	0	-2	-6	0
COc1ccc(NC(=O)Cn2c(C)cc(=O)c3ccccc32)cc1	-10	16	2	8	0	12	3	-2	-16
CCOC(=O)Cc1csc(NC(=O)C2CCCN(S(=O)(=O)c3cnc[nH]3)C2)n1 (centres undefined)	12	-1	-13	0	-14	1	-1	-1	1
COc1ccc(S(=O)(=O)N2CCN(C)CC2)cc1NC(=O)c1ccccc1	14	6	-5	-3	-17	-1	-4	-5	4
Cc1cc(NC(=O)CSc2nc(=O)n3cccc(C)c3n2)no1	8	-7	3	0	-11	1	1	-3	9
CCOc1ccc(N2C(=O)CC(N3CCN(c4ccc(C(=O)c5ccncc5)cc4)CC3)C2=O)cc1 (centres undefined)	6	-2	2	1	-21	2	0	-2	-3
O=C(NNC(=O)c1sc2ccccc2c1Cl)Nc1ccc(Cl)cc1	-5	9	5	4	21	1	2	-1	-9
Cc1ccc(Cn2ccsc2=NC(=O)COC(=O)C(C)C)cc1	1	7	-6	6	-6	3	-5	-4	0
CC1(CCc2ccccc2)NC(=S)N(c2ccccc2)N1 (centres undefined)	-14	8	20	9	14	0	-5	-10	-16
O=C(O)/C=C/C(=O)Nc1c(F)cccc1F	18	15	-12	4	-4	1	-3	2	-6
CCOc1ccc(-c2nc(CSc3nnc(N)s3)cs2)cc1	8	4	7	21	-14	2	3	-1	-3
CC(NC(=O)C1CC1)C(c1cccs1)N1CCN(c2ccccc2)CC1 (centres undefined)	0	0	-9	0	-4	4	2	-4	-5
COc1cc([N+](=O)[O-])ccc1NC(=S)NCc1ccccn1	-3	10	7	1	3	2	-2	-6	-4
Cc1nc(C)c(-c2csc(Nc3ccccn3)n2)s1	7	10	-4	3	-11	3	5	-3	-5
O=C1CCN(C(=O)Nc2ccccc2)N1	-1	1	7	4	-1	0	-3	-3	-1
Cc1cc(O)c(C(C)C)cc1N=Cc1ccc([N+](=O)[O-])cc1	5	4	-11	2	-16	2	-2	-3	7
O=C(N/N=C/c1c[nH]c2ccccc12)c1ccn[nH]1	7	2	-1	2	-6	1	-1	-3	-2
Cc1cccc(C)c1OCc1cc(C(=O)N2CCN(C3CCCC3)CC2)no1	-2	-1	-6	-1	4	6	-4	0	-4
CCC(CC)C(=O)N(C)c1c(C)nc2c(OCc3ccccc3OC)cccn12	1	2	-2	-1	-5	0	-3	-6	-2
O=C(NCc1ccc(F)cc1)C1CCN(c2cnccn2)CC1	3	16	-2	1	-1	2	-4	-14	-11
Nc1nc(N2CCCCC2)nc2ccccc12	-10	16	22	7	26	1	-8	-4	-23
CCC(=O)c1ccc(OCC(=O)Nc2ccc(N3CCCCC3)cc2)cc1	6	9	7	1	2	3	3	0	-7
CCc1cc(-c2n[nH]c(=S)n2-c2ccccc2C)cs1	5	-1	-16	nt	-3	-3	-5	-8	7
COc1ccc(OC)c(NC(=O)COC(=O)c2ccc(OC)c(S(=O)(=O)N3CCOCC3)c2)c1	-2	4	-5	5	10	2	12	-2	-6
COc1cc(/C=N/n2cnn(Cc3ccccc3Cl)c2=S)cc(OC)c1OC	1	-2	-2	3	2	1	1	-6	5
CCC(C)n1c(SCC(=O)Nc2cc(C(C)(C)C)nn2-c2ccccc2)nc2ccccc2c1=O (centres undefined)	-4	-1	-7	0	-8	-2	-5	-9	-4
COC(=O)c1cc2sc(Cl)cc2n1CC(=O)Nc1ccc(OC)c(OC)c1OC	2	6	-11	20	7	1	4	3	-5

# Ordered by value in M5 PAM (rising): three of the compounds above.
SMILES	CHRM1 PAM	M5 antag	M4 antag	CHRM1 antagonist	CHRM4 agonist	M5 ag	CHRM1 agonist	M5 PAM
COc1ccc(OC)c(NC(=O)COC(=O)c2ccc(OC)c(S(=O)(=O)N3CCOCC3)c2)c1	-2	4	-5	10	2	12	-2	-6
O=C1CCN(C(=O)Nc2ccccc2)N1	-1	1	7	-1	0	-3	-3	-1
COc1cc(/C=N/n2cnn(Cc3ccccc3Cl)c2=S)cc(OC)c1OC	1	-2	-2	2	1	1	-6	5

# (further entries)
SMILES	CHRM1 PAM	M5 antag	M4 antag	TAAR1 ag	CHRM1 antagonist	CHRM4 agonist	M5 ag	CHRM1 agonist	M5 PAM
C=CCOc1ccc(Br)cc1CNC(C)(C)CO	5	-9	-5	7	-4	1	-11	-16	-2
Cc1[nH]n(-c2ccccc2)c(=O)c1C(c1ccccc1C(=O)O)c1c(C)[nH]n(-c2ccccc2)c1=O	-5	0	-5	14	1	0	-1	-4	-2
O=C1CCc2cc(S(=O)(=O)NCc3ccc(F)cc3)cc3c2N1CCC3	17	-1	-8	1	-19	8	1	3	-7
COc1cccc(CNc2ccc(S(=O)(=O)N3CCCC3)cn2)c1	2	3	13	3	-10	2	-1	-6	-5
CN(C)c1ccc(C=C2SC(=S)N(Cc3ccco3)C2=O)cc1	-16	19	21	44*	17	14	13	20*	-8
CCN1CCN(C(=O)c2ccc(CN(c3ccc(C)c(C)c3)S(C)(=O)=O)cc2)CC1	8	-5	-5	1	-13	1	-2	-13	4
Cc1cccc(C(=O)N2CCC(=O)N([C@H](COCc3ccccc3)Cc3ccccc3)CC2)c1	nt	7	-8	2	nt	6	7	nt	-8
CS(=O)(=O)N1CCC(C(=O)Nc2ccc(Cl)c(C(F)(F)F)c2)CC1	-11	6	3	35	31	13	8	-5	-3

# These rows are one share of the data, so the mix of outcomes need not match the whole.
